IL-2 act – qHTS of IL-2 Activators | IL-2 activation reporter assay, cell-based qHTS; stimulated with anti-CD3/CD4/CD28 beads; in transgenic mouse T cells | activation, % (series mostly up to about 46 µM) | 360,000 compounds, 0.065% hits; in the data active means activation above about 50%; inconclusive means mostly about 30% to 49%; further: 0% is about no effect
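EGFP and DsRed fluorescence is measured by plate cytometry in unstimulated transgenic mouse T cells exposed to compound for 60 minutes, then stimulated 18 hours at 37 degrees C with anti-CD3/anti-CD4 beads plus anti-CD28.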
Nrf2 inh – Nrf2 qHTS screen for inhibitors. AID 504444, 2011. Potency, µM (titrated, usually from 46 µM), without a hit: at the top dose activity change, negative = inhibition, most hits filed as inhibitors. 360,000 compounds, 2.1% hits. A549 ARE-Fluc reporter, luciferase luminescence, 18-24 h; further: potency means the concentration at half of the fitted maximal effect; on the % scale 0 is the no-effect control and ±100 the full control effect; nearly all actives have a fitted effect of over 60% in size
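Nrf2 function is reported as luminescence of an ARE-controlled luciferase in A549 cells. Compounds were tested at several concentrations, and a CellTiter-Fluor read on the same wells flagged cytotoxicity.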
ATXN2 expr inh – Primary qHTS for Inhibitors of ATXN expression. 360,000 compounds, 0.72% hits. Potency, µM (highest dose often 57 µM), inactives show at the highest dose activity change, negative = inhibition, hits mostly inhibitors. AID 1745845, 2022. HEK-293 ATXN2-luciferase reporter, luminescence, 24 h; further: potency means the concentration at half of the fitted maximal effect; on the % scale 0 is the no-effect control and ±100 the full control effect; nearly all actives have a fitted effect of over 55% in size
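ATXN2-luciferase reporter cells (luciferase flanked by upstream and downstream ATXN2 gene portions) were treated 24 h at 37 °C with compounds at up to 57 uM. SteadyGlo luminescence gave expression; GF-AFC fluorescence gave viability.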
TGFb SMAD3 inh – qHTS for Inhibitors of TGF-b; HepG2 CAGA-GFP TGF-b/SMAD3 reporter, GFP fluorescence, 18 h; TGF-beta stimulated, 500 pg/mL final; Potency, µM (doses to about 46.1 µM), without a hit: at the highest dose activity, negative = inhibition, usual class: inhibitors; 410,000 compounds, 1.2% hits; further: potency means the concentration at half of the fitted maximal effect; on the % scale 0 is the no-effect control and ±100 the full control effect; nearly all actives have a fitted effect of over 65% in size
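Smad-responsive CAGA-GFP expression was quantified in HEPG2 cells exposed to compounds and 500 pg/mL final TGF-beta for 18 h at 37 degrees C; unstimulated wells defined full inhibition.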
S2 tox – Viability Counterscreen for Primary qHTS for Inhibitors of ATXN expression; AID 651635, 2014; S2 cells (HEK-293 line with an ATXN2-luciferase reporter) viability, CellTiter-Fluor protease fluorescence, 24 h; 400,000 compounds, 0.49% hits; Potency, µM (highest dose often 56.7 µM), actives largely listed as cytotoxic; further: potency means the concentration at half of the fitted maximal effect; nearly all actives have a fitted effect of over 40% in size
HepG2 viability – qHTS for Inhibitors of TGF-b: Cytotox Counterscreen; HepG2 CAGA-GFP viability, ATP luminescence, 18 h; Potency, µM (doses to about 46.1 µM), for inactives: at the highest dose activity change, negative = cytotoxicity, hits mostly cytotoxic; 410,000 compounds, 0.76% hits; AID 588856, 2011; further: potency means the concentration at half of the fitted maximal effect; some results filed as inactive show a strong effect at the top dose
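CellTiter-Glo luminescence gave cytotoxicity after 18 hours at 37 degrees C. The cells were HepG2 CAGA-GFP in 1% FBS DMEM, stimulated with 500 pg/mL TGF-beta after compound addition. %Activity was normalised to no-cell wells (complete cell-killing) and DMSO (no toxicity), and curves were fitted and classified.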
A549 viability – Nrf2 qHTS screen for inhibitors: counterscreen for cytotoxicity; Potency, µM (highest dose often 46 µM), inactives show at the highest dose activity change, negative = cytotoxicity, hits mostly inhibitors; A549 ARE-Fluc cells, CellTiter-Fluor viability, 18-24 h; 390,000 compounds, 0.16% hits; AID 504648, 2011; further: potency means the concentration at half of the fitted maximal effect; on the % scale 0 is the no-effect control and ±100 the full control effect
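A549 ARE_Fluc cells in 5% FBS OPTI-MEM were exposed to compounds in concentration-response for 18-24 h at 37 deg C. Viability was read by CellTiter-Fluor fluorescence (Ex 405/Em 525) after 30 min, before the luciferase read.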
EPAC2 agonist – qHTS for Agonist of cAMP-regulated guanine nucleotide exchange factor 4 (EPAC2): primary screen. Rap guanine nucleotide exchange factor 4 (Homo sapiens), Q8WZA2. EPAC2 activation, biochemical qHTS; response scale: 100% = 6.5 mM cAMP response. Potency, µM (top dose mostly 154 µM), without a hit: at the highest dose activation, most hits filed as activators. 360,000 compounds, 0.079% hits. AID 720711, 2013; further: potency means the concentration at half of the fitted maximal effect; nearly all actives have a fitted effect of over 50% in size
Target sequence (Q8WZA2 whole entry, looked up): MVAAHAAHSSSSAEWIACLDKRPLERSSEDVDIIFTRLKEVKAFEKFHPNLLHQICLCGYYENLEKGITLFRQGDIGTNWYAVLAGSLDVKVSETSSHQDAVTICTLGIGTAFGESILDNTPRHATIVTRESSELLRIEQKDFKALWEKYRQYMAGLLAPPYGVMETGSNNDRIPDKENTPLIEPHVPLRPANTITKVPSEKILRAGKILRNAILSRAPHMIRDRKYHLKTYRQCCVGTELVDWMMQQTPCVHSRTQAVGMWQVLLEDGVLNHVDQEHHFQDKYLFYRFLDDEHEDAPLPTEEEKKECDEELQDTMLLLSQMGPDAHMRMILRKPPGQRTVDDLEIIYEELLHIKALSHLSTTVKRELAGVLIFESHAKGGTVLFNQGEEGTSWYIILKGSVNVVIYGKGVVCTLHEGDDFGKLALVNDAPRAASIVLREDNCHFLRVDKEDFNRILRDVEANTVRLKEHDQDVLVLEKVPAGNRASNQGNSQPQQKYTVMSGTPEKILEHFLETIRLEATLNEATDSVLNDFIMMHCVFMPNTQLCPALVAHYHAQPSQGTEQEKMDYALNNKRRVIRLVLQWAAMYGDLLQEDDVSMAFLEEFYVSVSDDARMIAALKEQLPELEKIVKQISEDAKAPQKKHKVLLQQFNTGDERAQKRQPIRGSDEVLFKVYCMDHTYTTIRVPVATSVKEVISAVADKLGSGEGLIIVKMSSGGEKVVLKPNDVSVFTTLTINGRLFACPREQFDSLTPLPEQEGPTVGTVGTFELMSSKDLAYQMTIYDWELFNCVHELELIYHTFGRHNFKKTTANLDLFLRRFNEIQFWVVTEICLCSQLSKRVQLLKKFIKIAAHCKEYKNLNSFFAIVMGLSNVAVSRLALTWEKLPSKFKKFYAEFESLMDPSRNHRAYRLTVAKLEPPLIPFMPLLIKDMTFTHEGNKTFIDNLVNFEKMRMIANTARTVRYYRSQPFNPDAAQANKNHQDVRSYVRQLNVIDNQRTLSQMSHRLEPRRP
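Compounds were titrated in qHTS against a Rap1B-BODIPY-GDP (250 nM) complex with EPAC2 (100 nM) and GDP (50 uM). BODIPY-GDP release tracked at 480/540 nm over 30 min at room temperature, normalized to 6.5 mM cAMP.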
Nrf2 activator – qHTS of Nrf2 Activators | AREc32 ARE-luciferase reporter (MCF7-derived line), luminescence, 24 h | AID 624171, 2012 | 410,000 compounds, 0.31% hits | Potency, µM (doses to about 46.1 µM), for inactives: at the top dose activation, most hits filed as activators; further: potency means the concentration at half of the fitted maximal effect; % of control where 0% means no effect; nearly all actives have a fitted effect of over 65% in size
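AREc32_Fluc, 1000 cells/well, OPTI-MEM + 5% FBS, o/n 37 deg C 5% CO2; 23 nL cpd by pin tool, 24 hr; Steady-Glo 30 min RT, luminescence.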
Starred values were filed as active, the others as inactive; i = inactive; ? = inconclusive; · = not tested or not shown; & = joins results of further samples; [ ] = dose if it differs, or a comment. Unless noted, the call rests on the fitted dose curve; in most records, active means well fitted curve in the direction sought with a large enough effect; inconclusive means small, poorly fitted or top-dose-only effect, or another doubt; inactive means no such curve, though single readings can be large; an effect the other way counts as inactive or inconclusive. Compounds were not picked by outcome, and some 4.3% of all compounds hit somewhere here.

Compound | IL-2 act | Nrf2 inh | ATXN2 expr inh | TGFb SMAD3 inh | S2 tox | HepG2 viability | A549 viability | EPAC2 agonist | Nrf2 activator
C/C(CC(=O)Nc1ccc(Cl)cc1)=N\NC(=O)C(=O)NCCO | -3.3 | -4% | -20% | -5% | i | -39% | 2% | 18% | 0.1%
O=C(CSc1nc(C(F)(F)F)cc(=O)[nH]1)N1CCOCC1 | 0.0 | 15% | -3% | 0% | i | -2% | -2% | 3% | -0.1%
O=C(Nc1ccccc1N1CCN(c2ccccc2)CC1)c1cccc(F)c1 | 1.0 | -5% | -22% | -9% | ? | 5% | 13% | 6% | -0.6%
COc1ccc(C)cc1NC(=O)CO/N=C(\N)CC(=O)NC1CCCCC1 | -1.8 | 4% | 7% | -21% | i | -4% | 0% | -3% | -0.6%
C/C(O)=C(\N=Nc1cc(C)ccc1O)C(N)=O | -0.5 | 7% | -26% | -21% | ? | -31% | -14% | 8% | 17%
COC(OC)c1ccc(C#N)c(=O)[nH]1 | -0.1 | 2% | -10% | 9% | i | 7% | 0% | 5% | -0.2%
CCOc1ccc(S(=O)(=O)N(CC(=O)NCC(F)(F)F)Cc2ccco2)cc1 | -0.7 | 1% | 7% | 0% | i | -1% | -8% | -10% | 0.4%
N#Cc1ccc(OCC(=O)OCC(=O)NC2CC2)cc1 | 0.9 | -7% | -9% | 2% | i | -2% | -6% | 18% | 0.2%
CCOC(=O)c1cc(-c2ccccc2)n(-c2cccc(C(=O)Nc3cc(OC)cc(OC)c3)c2)c1C | · | · | · | -22% | · | -3% | -1% | · | -0.3%
CCOC(=O)c1ccccc1NC(=O)Cn1cnc2c(cnn2-c2ccc(OC)cc2)c1=O | -3.5 | · | -6% | 16% | i | -4% | 7% | -10% | -0.8%
CCOc1ccc(S(=O)(=O)Nc2ccccc2C(=O)N2CCCC2)cc1 | 0.4 | -6% | -22% | ? | ? | 2% | -5% | 9% | -0.5%
CN(C)S(=O)(=O)c1ccc(C(=O)Nc2cc(=O)n(C)c(=O)n2C)cc1 | -0.6 | -7% | 0% | 11% | i | 1% | -1% | -2% | -0.3%
CCC(C)[C@H](NC(=O)Nc1cccc(OC)c1)C(=O)OC (some centres not stated) | -2.7 | 9% | 0% | 3% | i | -5% | 11% | 2% | -0.7%
COc1ccc(NC(=O)C2CCOC(C)(C)C2)cc1 (configuration not stated) | -3.1 | 9% | -8% | -2% | i | 12% | 1% | 0% | -0.5%
COc1ccc(-c2oc3ccccc3c2C(=O)Oc2ccccc2)cc1 | 0.1 | 27% | 25% | -1% | i | 1% | 13% | 17% | 3.1%
Cc1ccc(/C=C/C(=O)c2c(C)nc3ccccn23)cc1 | -2.9 | ? | 40%[activator] | ? | i | -55% | -25% | -7% | ?
CN(C(=O)c1cccc(NC(=O)Cc2ccc(NC(=O)C3CCCN(S(=O)(=O)c4cccc([N+](=O)[O-])c4)C3)cc2)c1)C1CCC1 (configuration not stated) | -0.4 | ? | -18% | -13% | i | 6% | -8% | 6% | 3.7%
COc1ccc(-c2c[n+](CC(=O)c3ccccc3)c3n2CCCCC3)cc1 | 2.8 | ? | · | -11% | ? | -3% | -7% | 9% | 0.4%
CC(=O)Nc1ccc2c(c1)C(=O)N(c1cccc(C)c1)C2=O | -4.3 | -6% | 17% | 4% | i | 13% | 2% | -2% | -0.1%
Cc1ccc(C)c(Nc2c([N+](=O)[O-])cc(C(=O)N3CC(=O)Nc4ccccc43)cc2[N+](=O)[O-])c1 | -0.4 | ? | -2% | -8% | i | 9% | -20% | 14% | 0.7%
C[C@H](CO)N1C[C@H](C)[C@@H](CN(C)C(=O)Nc2ccc3c(c2)OCO3)Oc2c(NC(=O)Nc3ccc(C(F)(F)F)cc3)cccc2C1=O | -0.4 | ? | -2% | ? | · | -81% | -27% | -1% | -1.0%
CCn1cc(C(=O)N2CCN(C(=O)c3ccco3)CC2)c2cc(OC)c(OC)cc2c1=O | -0.6 | 1% | 0% | -24% | i | -16% | -9% | -14% | -0.4%
CCCC(=O)N1CCCC1(C)C(=O)Nc1cccc(OC(C)C)c1 (configuration not stated) | 0.1 | · | 10% | -3% | i | -2% | · | -4% | 0.2%
S=c1nc(-c2ccc(Br)cc2)[nH]c2ccccc12 | -1.0 | -16% | 22% | 0% | i | -14% | 1% | 14% | 2.2%
CCOC(=O)Cc1c(C)nc2c(-c3cccc(Br)c3)cnn2c1C | 0.3 | 0% | -1% | 4% | i | 8% | 1% | 0% | 0.1%
Cc1cccc(C)c1-n1c(C)nn(Cc2ccc([N+](=O)[O-])cc2)c1=O | 0.6 | -16% | -12% | ? | i | 6% | 0% | 8% | -0.6%
O=c1/c(=C/c2ccco2)sc2nc(-c3ccccc3Br)nn12 | -2.7 | 17% | 1% | 1% | i | -2% | -2% | 5% | 2.5%
CCC1(CC)Cc2ccccc2-c2nc(CCl)[nH]c(=O)c21 | 4.2 | ? | · | ? | ? | -24% | -2% | -1% | ?
COc1ccc(Cl)cc1NC(=O)CN(C)C(=O)Cn1c(=O)oc2ccccc21 | -5.6 | -6% | -12% | ? | i | 6% | -6% | 23% | 2.5%
c1cncc(CSc2nnc3ccc(-c4cccs4)nn23)c1 | 2.4 | -15% | -4% | 7% | i | -2% | -4% | 1% | 0.2%
CCCS(=O)(=O)N1CCCC(C(=O)c2cccc(Cl)c2)C1 (configuration not stated) | 2.3 | 2% | -23% | -3% | i | -12% | 0% | 15% | 0.4%
CC(=O)c1cnc(-c2ccccc2Cl)s1 | -0.2 | ? | 8% | -13% | i | -4% | 6% | 9% | ?
CCc1cccc(C)c1NC(=O)c1cc(S(=O)(=O)N2CCC3(CC2)OCCO3)ccc1F | · | · | -16% | -5% | i | -3% | 0% | · | 2.1%
CCC(C(=O)N(C)Cc1ccccc1)n1nc(C)c2sc3ccccc3c2c1=O (configuration not stated) | · | ? | · | ? | · | 1% | -17% | · | 3.3%
Cn1c(=O)c2c(ncn2CC(O)CNc2ccc(Br)cc2)n(C)c1=O (configuration not stated) | -2.6 | ? | -10% | -20% | i | -27% | -1% | 4% | -0.5%
Cc1cc(C)c(-c2cc(NC(=O)COC(=O)c3ccc(CO)cc3)n(-c3ccccc3)n2)cc1C | -3.3 | -21% | 8% | 23% | i | -7% | -6% | 4% | 2.7%
O=C(Nc1ccc(CN2CCOCC2)cc1)c1ccc(Br)cc1 | 0.2 | -23% | -22% | -13% | i | -2% | 3% | 3% | 4.5%
O=C(NCc1ccco1)c1cc(S(=O)(=O)N2CCCC2)ccc1Cl | -2.2 | -19% | -5% | 1% | i | -6% | 2% | 5% | 2.9%
CS(=O)(=O)N1CCN(CC2CC3C=CC2C3)CC1 (configuration not stated) | -3.0 | 4% | -18% | 18% | i | -1% | -2% | 12% | -0.4%
CCOC(=O)c1cc(C(=O)OCC)c(=O)[nH]c1N1CCCCC1 | -2.6 | -15% | · | 5% | i | 12% | -14% | 1% | -0.3%
Cc1cc(C)cc(NC(=S)/C(=C(\[O-])c2ccc(Cl)cc2Cl)[n+]2ccccc2)c1 | -0.1 | 4% | -11% | 0% | i | -14% | 0% | 4% | -1.0%
Cc1ccc(Nc2nc(N)nc(CN3CCN(c4ccccc4F)CC3)n2)cc1 | -2.9 | ? | 2% | ? | i | -42% | -21% | 9% | 4.6%
Cc1ccc2nc(-c3cc(NC(=O)COc4ccc(C)c(C)c4)ccc3Cl)oc2c1 | · | ? | 5% | -20% | i | -48% | -6% | · | 9.4%
Cc1ccc(NC(=O)Cn2nnc(C(=O)NCCc3ccccc3)c2N)cc1Cl | 0.5 | ? | -7% | -5%&5% | i | -4%&2% | 1%&-1% | 2% | 0.9%&0.6%
Cc1ccc(NC(=O)C2(C)CCN2Cc2csc3ccccc23)cc1 (configuration not stated) | -0.7 | · | -29% | ? | i | -40% | · | 10% | 3.6%
O=C(NCc1ccccc1)C1Nc2ccc(OC(F)(F)F)cc2C2C=CCC12 (configuration not stated) | -0.2 | -28% | -16% | ? | i | -4% | 4% | -10% | 5.2%
Cc1cc(C)n2cc(CSC3=NCCS3)nc2n1 | -0.2 | -7% | 20% | 15% | i | -9% | 7% | 3% | 6.2%
CCC(=O)N1CCN(C(=O)CC)C1c1ccccc1 | -1.4 | ? | 16% | 0% | i | -22% | 5% | 7% | -0.2%
COc1ccc(N(Cc2cccs2)C(=O)Nc2ccccc2)cc1 | · | 3% | · | 6% | · | -26% | -13% | · | -1.2%
Cc1ccc(C(=O)Nc2ccc(C(=O)OCc3cc(=O)n4c5c(sc4n3)CCCC5)cc2)cc1 | · | · | · | ? | · | -27% | -8% | · | -0.9%
O[C@@H]1C[C@H](c2ccc(Cl)cc2)N(Cc2cccs2)C[C@H]1n1cc(C2CC2)nn1 | -1.7 | · | 1% | 1% | i | -9% | · | 0% | 0.4%
Cc1ccc(N2CC(C(=O)OCC(=O)c3ccc([N+](=O)[O-])cc3)CC2=O)cc1 (configuration not stated) | 1.7 | 9% | 1% | -26% | i | -16% | 0% | 1% | 2.5%
C=CCc1ccccc1OCC(O)CN(C(C)C)C(C)C (configuration not stated) | 4.6 | -12% | -15% | -4% | ? | 3% | -6% | 4% | -0.3%

Screening data deposited in PubChem by National Center for Advancing Translational Sciences (NCATS).
